POLB inh: inhibitors of human DNA polymerase beta; P06746; Pol beta primer extension/strand displacement, fluorescence kinetic; Potency, µM (series often up to 114 µM), without a hit: at the highest dose activity change, negative = inhibition, most hits filed as inhibitors; 340,000 compounds, 1.3% hits; AID 485314; further: on the % scale 0 is the no-effect control and ±100 the full control effect
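Pol beta (10 nM) was preincubated with compound for 15 min at room temperature. The reaction was then started with 50 nM substrate and read immediately and after a further 10 min at room temperature.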
POLH inh: blocks human DNA polymerase eta activity; Q9Y253; recombinant Pol eta, fluorescent DNA replication assay; 390,000 compounds, 1.2% hits; Potency, µM (top dose mostly 114 µM), for the others: at the top dose activity change, negative = inhibition, hits mostly inhibitors; further: on the % scale 0 is the no-effect control and ±100 the full control effect
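Pol eta at 10 nM preincubated with compounds 15 min at room temperature; reaction started with fluorescent substrate (50 nM final) and read kinetically at 0 and 10 min.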
BAZ2B inh: blocks human BAZ2B; Q9UIF8; AlphaScreen BAZ2B-H3K14Ac peptide displacement; Potency, µM (series often up to 114 µM), without a hit: top-dose activity change, negative = inhibition, most hits filed as inhibitors; 360,000 compounds, 4.4% hits; further: on the % scale 0 is the no-effect control and ±100 the full control effect; nearly all actives have a fitted effect of over 60% in size
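Complex of BAZ2B and biotin-H3K14Ac (50 nM apiece) forms over 30 min at RT, then faces library compounds up to 110 uM for another 30 min; AlphaScreen beads added, 20 min dark incubation, luminescence read.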
G9a inh: inhibitors of human histone lysine methyltransferase G9a | Q96KQ7 | G9a H3K9 monomethylation, AlphaScreen, 2 h | Potency, µM (top dose mostly 102 µM), inactives show at the top dose activity, negative = inhibition, usual class: inhibitors | 350,000 compounds, 8.8% hits; further: on the % scale 0 is the no-effect control and ±100 the full control effect; nearly all actives have a fitted effect of over 75% in size
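Methyltransferase reactions run at room temperature for 2 h (20 nM enzyme, 500 nM biotin-H3K9 peptide, 20 uM SAM) after a 15 min compound preincubation; product detected by AlphaScreen beads and anti-H3K9me1 antibody.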
APE1 inh: APE1 (human) endonuclease inhibition | 350,000 compounds, 0.35% hits | recombinant APE1, TAMRA/BHQ-2 abasic DNA cleavage fluorescence | Potency, µM (titrated, usually from 65.8 µM), for the others: top-dose activity change, negative = inhibition, actives largely listed as inhibitors | P27695;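 further: plate controls were vehicle for no effect and reference inhibitor for full effect; nearly all actives have a fitted effect of over 55% in size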
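Quantitative HTS: incision of a TAMRA/BHQ-2 double-stranded substrate bearing a tetrahydrofuran abasic site by 0.75 nM APE1 raises fluorescence. Substrate 50 nM final, added after 15 min compound preincubation at room temperature; progress as third-minus-first kinetic read difference.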
Pol iota inh: blocks human DNA polymerase iota activity | Q9UNA4 | Pol iota fluorescent replication assay, 10 min | Potency, µM (titrated, usually from 115 µM), inactives show top-dose activity, negative = inhibition, most hits filed as inhibitors | 390,000 compounds, 1% hits
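Fluorescent replication assay read twice, at 0 min and 10 min after adding 50 nM (final) substrate. Enzyme (10 nM) and compounds were first incubated 15 min at room temperature; enzyme-free buffer wells were negative controls.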
Anesthetic bind: candidate novel general anesthetic via apoferritin binding; P02791; apoferritin/1-aminoanthracene competitive binding, fluorescence; Potency, µM (doses to about 77.5 µM), without a hit: at the top dose activity change, negative = displacement, most hits filed as inhibitors; 350,000 compounds, 0.074% hits; AID 485281; further: on the % scale 0 is the no-effect control and ±100 the full control effect; nearly all actives have a fitted effect of over 20% in size
Target sequence (P02791 2-175 limits assumed): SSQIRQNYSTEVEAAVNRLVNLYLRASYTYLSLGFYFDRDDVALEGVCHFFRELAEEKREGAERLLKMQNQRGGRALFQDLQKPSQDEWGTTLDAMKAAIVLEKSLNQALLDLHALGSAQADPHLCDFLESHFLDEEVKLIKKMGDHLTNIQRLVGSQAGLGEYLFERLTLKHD
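Probe: 1-aminoanthracene (50% saturated, PBS). Protein: horse-spleen apoferritin, 10 uM. Incubation: 10 min, room temperature. Detection: 380 nm excitation, 535 nm emission. Analysis: normalized response, four-parameter Hill.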
Pol kappa inh: DNA polymerase kappa (human) inhibition. Q9UBT6. Potency, µM (top dose mostly 107 µM), for the others: at the highest dose activity, negative = inhibition, most hits filed as inhibitors. 400,000 compounds, 0.53% hits. purified Pol kappa, fluorescent DNA synthesis assay, 10 min; further: on the % scale 0 is the no-effect control and ±100 the full control effect
Target sequence (Q9UBT6 whole entry, looked up): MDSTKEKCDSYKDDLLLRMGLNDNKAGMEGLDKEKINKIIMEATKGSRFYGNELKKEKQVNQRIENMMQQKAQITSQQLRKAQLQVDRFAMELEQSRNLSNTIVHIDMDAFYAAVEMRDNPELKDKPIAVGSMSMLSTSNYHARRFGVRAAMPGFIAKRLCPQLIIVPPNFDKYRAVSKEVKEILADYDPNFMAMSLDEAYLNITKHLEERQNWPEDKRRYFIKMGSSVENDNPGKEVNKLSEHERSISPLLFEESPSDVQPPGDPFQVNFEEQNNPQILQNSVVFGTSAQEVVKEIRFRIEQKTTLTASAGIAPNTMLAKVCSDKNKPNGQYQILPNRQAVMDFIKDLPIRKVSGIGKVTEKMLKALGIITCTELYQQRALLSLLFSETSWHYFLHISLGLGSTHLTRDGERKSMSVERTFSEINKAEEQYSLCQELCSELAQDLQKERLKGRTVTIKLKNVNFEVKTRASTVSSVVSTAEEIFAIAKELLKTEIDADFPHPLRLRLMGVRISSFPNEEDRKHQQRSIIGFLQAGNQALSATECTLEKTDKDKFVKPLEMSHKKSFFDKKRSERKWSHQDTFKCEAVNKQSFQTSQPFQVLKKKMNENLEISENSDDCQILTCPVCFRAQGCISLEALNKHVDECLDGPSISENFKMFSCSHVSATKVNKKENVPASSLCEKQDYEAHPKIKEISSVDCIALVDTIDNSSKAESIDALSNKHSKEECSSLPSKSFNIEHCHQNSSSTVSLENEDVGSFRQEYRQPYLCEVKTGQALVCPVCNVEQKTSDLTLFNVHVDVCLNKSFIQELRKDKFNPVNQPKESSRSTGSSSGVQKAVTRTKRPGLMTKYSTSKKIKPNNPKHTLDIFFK
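First, compounds were pin-transferred onto 10 nM Pol kappa. After 15 min at room temperature, substrate was added to 50 nM final. Fluorescence was then measured kinetically at 0 and 10 min.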
BLM inh: inhibitors of human Bloom syndrome helicase BLM; P54132; recombinant BLM DNA unwinding, fluorescence dequenching; Potency, µM (series often up to 56.1 µM), for inactives: at the highest dose activity change, negative = inhibition, most hits filed as inhibitors; 350,000 compounds, 0.2% hits; AID 2528;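 further: plate controls were vehicle for no effect and no enzyme for full effect; nearly all actives have a fitted effect of over 35% in size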
Starred values were filed as active, the others as inactive; [ ] = another dose, or the depositor's remark. The call rests on the fitted dose curve; in most records, active means well fitted curve in the direction sought with a large enough effect; inconclusive means small, poorly fitted or top-dose-only effect, or another doubt; inactive means no such curve, though single readings can be large; an effect the other way counts as inactive or inconclusive. Potency means the concentration at half of the fitted maximal effect.

For O=C(c1c(F)cccc1F)N1CCC(O)(c2cccnc2)CC1 the results were POLB inh 16.5%, POLH inh 5.2%, BAZ2B inh 2.2%, G9a inh -6.5%[12.7 µM], APE1 inh -0.6%, Pol iota inh 0.4%, Anesthetic bind -12.8%, Pol kappa inh -3.1% and BLM inh 0.7%.
Screening Cc1ccc(S(=O)(=O)NNC(=O)Nc2ccc(C)c(C)c2)c(C)c1 returned POLB inh 18.0%, POLH inh -21.5%, BAZ2B inh -12.7%, G9a inh -13.1%, APE1 inh -0.9%, Pol iota inh 12.2%, Anesthetic bind -7.7%, Pol kappa inh -1.2% and BLM inh -4.9%.
CCOC(=O)c1ccc(N2C(=O)c3n[nH]c(C)c3C2c2ccc(O)c(OC)c2)cc1 (configuration not stated) was read as POLB inh 6.1%, POLH inh -12.0%, G9a inh -17.4%[59 µM], Pol iota inh 32.3%[activator], Anesthetic bind -12.5%, Pol kappa inh -9.8% and BLM inh -5.9%.
Screening O=c1c2c3c(sc2nc(N2CCNCC2)n1CCc1ccccc1)CCCCC3 returned POLB inh -1.4%, POLH inh -8.1%, BAZ2B inh -15.8%, G9a inh -6.6%, APE1 inh -2.6%, Pol iota inh 126.8%[activator], Anesthetic bind -7.1%, Pol kappa inh -7.4% and BLM inh -3.1%.
CN(CC(=O)Nc1cccc(F)c1)CC(=O)N(C)c1c(N)n(Cc2ccccc2)c(=O)[nH]c1=O was read as POLH inh -5.7%, APE1 inh 11.9%, Pol iota inh -2.4% and Pol kappa inh -4.4%.
`COc1ccccc1N=C1SC(C)CN1C(=O)C1CCC1` (configuration not stated) gave POLB inh 5.6%, BAZ2B inh 50.7%[activator], G9a inh 6.2%[59 µM], APE1 inh 3.7%, Anesthetic bind -9.9% and BLM inh -13.0%.
`CC(NC(=O)c1cnc2n(c1=O)CCS2)c1ccccc1` (configuration not stated) gave POLB inh 22.9%, POLH inh 9.2%, BAZ2B inh 4.3%, APE1 inh 15.9%, Pol iota inh 9.0%, Anesthetic bind -8.3%, Pol kappa inh -6.4% and BLM inh -3.6%.
Cc1cc(N2CCCCC2)ccc1[N+](=O)[O-] was read as POLB inh 25.0%, POLH inh -8.2%, BAZ2B inh inconclusive, G9a inh inconclusive, APE1 inh 5.7%, Pol iota inh 19.9%, Anesthetic bind -17.0%, Pol kappa inh -1.8% and BLM inh 4.1%.
`COCC(C)n1c(SCC(=O)NNC(=O)c2ccccc2)nc2ccccc2c1=O` (configuration not stated) gave POLB inh 1.3%, POLH inh -12.9%, BAZ2B inh -10.0%, G9a inh 3.7%[59 µM], APE1 inh 4.0%, Pol iota inh 6.8%, Anesthetic bind -5.1%, Pol kappa inh -5.5% and BLM inh -3.6%.
`O=C(Nc1ccc(F)cc1F)c1cc(-c2ccco2)on1` gave POLB inh 6.7%, POLH inh -15.0%, BAZ2B inh 5.5%, G9a inh -4.4%[59 µM], APE1 inh -3.2%, Pol iota inh 10.4%, Anesthetic bind -8.6%, Pol kappa inh -4.5% and BLM inh -1.8%.
For CC(=O)c1cccc(S(=O)(=O)N2CCC(C(=O)O)(c3ccccc3)CC2)c1 the results were POLB inh 22.6%, POLH inh -13.9%, BAZ2B inh -13.0%, G9a inh -0.7%, APE1 inh 42.0%, Pol iota inh 28.2%, Anesthetic bind 2.6%, Pol kappa inh 5.6% and BLM inh -4.1%.
Cc1cc(C(F)(F)F)nc(SCCN2CCCCC2)c1C#N was read as POLB inh -8.1%, POLH inh -15.6%, BAZ2B inh -23.1%, G9a inh 8.5%, APE1 inh 34.9%, Pol iota inh 36.6%[activator], Anesthetic bind 1.3%, Pol kappa inh 6.1% and BLM inh -0.1%.
For Nc1nc(-c2cccnc2)nn1C(=O)c1ccccc1Cl the results were POLB inh -1.0%, POLH inh -2.2%, BAZ2B inh -9.6%, G9a inh -32.4%, APE1 inh 3.5%, Pol iota inh -2.3%, Anesthetic bind -5.3%, Pol kappa inh -14.7% and BLM inh -2.5%.
Screening COc1cc(/C=N/NC(=O)COc2c(C)cc([N+](=O)[O-])cc2C)ccc1OC(=O)c1ccccc1 returned POLB inh 17.1%, POLH inh -11.8%, BAZ2B inh -39.0%, G9a inh 3.5%[59 µM], APE1 inh 8.3%, Pol iota inh 101.1%[activator], Anesthetic bind -4.0%, Pol kappa inh -9.3% and BLM inh -4.9%.
O=C(NCCN1CCOCC1)Nc1cccc(Cl)c1 was read as POLB inh 2.8%, POLH inh -19.1%, BAZ2B inh -9.8%, G9a inh 2.5%[59 µM], APE1 inh -2.7%, Pol iota inh 102.9%[activator], Anesthetic bind -1.7%, Pol kappa inh -6.1% and BLM inh -0.7%.
`CS(=O)(=O)c1ccc(Cl)c(NC(=O)CN2CCCC2c2ccc3c(c2)OCCCO3)c1` (configuration not stated) gave POLH inh -13.6%, BAZ2B inh -7.7%, G9a inh -27.4%[59 µM], APE1 inh 12.8%, Pol iota inh 25.5% and Pol kappa inh -0.3%.
For C[C@H]1COC(=O)[C@@H](CC(=O)OC(C)(C)C)C/C=C\C[C@@H](CC(=O)N[C@H](CO)Cc2ccccc2)C(=O)N1 the results were POLH inh -6.7%, APE1 inh -2.7%, Pol iota inh 12.5% and Pol kappa inh 8.7%.
COc1ccc(CCNC(=O)CSc2nnc3ccccn23)cc1 was read as POLB inh 2.4%, POLH inh -18.4%, BAZ2B inh 1.8%, G9a inh 2.0%, APE1 inh -4.2%, Pol iota inh 67.1%[activator], Anesthetic bind 1.2%, Pol kappa inh 5.7% and BLM inh -1.1%.
For Cc1ccc(C(=O)COC(=O)CNC(=O)c2ccc(N3C(=O)c4ccccc4C3=O)cc2)cc1C the results were POLB inh 1.8%, POLH inh 2.4%, BAZ2B inh 11.3%, G9a inh -3.8%[59 µM], APE1 inh 1.2%, Pol iota inh 57.7%[activator], Anesthetic bind -11.7%, Pol kappa inh -7.5% and BLM inh -9.3%.
`Cc1sc(NC(=O)c2sc3nc4c(C)cccc4cc3c2N)c(C#N)c1C` gave POLB inh 5.01µM*, POLH inh 2.82µM*, BAZ2B inh inconclusive, G9a inh -89.5%[2.33 µM], APE1 inh -1.5%, Pol iota inh inconclusive, Anesthetic bind -3.3%, Pol kappa inh -27.5% and BLM inh inconclusive.
For CCC(C)Sc1ccc([C@H]2N[C@@](Cc3ccccc3)(C(=O)OC)[C@H]3C(=O)N(CC)C(=O)[C@@H]23)cc1OC (some centres not stated) the results were POLH inh -11.2%, BAZ2B inh 52.3%[activator], G9a inh 91.7%[activator][2.33 µM], APE1 inh -9.1%, Pol iota inh 21.7% and Pol kappa inh -17.2%.
O=C(CSc1ccsc1[N+](=O)[O-])Nc1cccc(F)c1 was read as POLB inh 7.08µM*, POLH inh 22.4µM*, BAZ2B inh 35.5µM*, G9a inh 50.1µM*, APE1 inh inconclusive, Pol iota inh inconclusive, Anesthetic bind -22.1%, Pol kappa inh 22.4µM* and BLM inh -20.9%.
`COc1ccc(C(=O)NC(=S)Nc2ccc(CN3CCOCC3)cc2)cc1Br` gave POLB inh 0.9%, POLH inh -8.2%, BAZ2B inh inconclusive, G9a inh 44.7µM*, APE1 inh 7.8%, Pol iota inh 4.4%, Anesthetic bind -0.9%, Pol kappa inh -3.2% and BLM inh -2.9%.
O=C(Cn1cc(C(F)(F)F)cc(Cl)c1=O)Nc1ccc(N2CCOCC2)cc1 was read as POLB inh 4.8%, POLH inh -12.0%, BAZ2B inh 5.1%, G9a inh -40.9%, APE1 inh 0.2%, Pol iota inh 77.7%[activator], Anesthetic bind 0.7%, Pol kappa inh 1.5% and BLM inh -1.6%.
`CN(Cc1c(C(=O)N/N=C/c2cc(F)ccc2F)nnn1-c1nonc1N)C1CCCCC1` gave POLB inh 36.8%, POLH inh 2.6%, BAZ2B inh 3.2%, APE1 inh -6.6%, Pol iota inh 4.7%, Anesthetic bind -4.8%, Pol kappa inh 0.7% and BLM inh -1.9%.
Screening Cc1cc(O)c(/C=N/Nc2ccccc2Cl)c(=O)o1 returned POLB inh 32.6%, POLH inh 3.1%, BAZ2B inh -3.9%, G9a inh 1.41µM*, APE1 inh 11.7%, Anesthetic bind -13.2%, Pol kappa inh -7.4% and BLM inh 1.0%.
For CC(=O)c1ccc(NC(=S)NNC(=O)c2ccccc2[N+](=O)[O-])cc1 the results were POLB inh 4.6%, POLH inh 15.3%, BAZ2B inh 50.1µM*, G9a inh inconclusive, APE1 inh 1.7%, Pol iota inh 71.4%[activator], Anesthetic bind -10.2%, Pol kappa inh -4.6% and BLM inh -5.6%.
For O=C(CN1C(=O)c2ccccc2S1(=O)=O)Nc1ncc([N+](=O)[O-])s1 the results were POLH inh -11.2%, BAZ2B inh inconclusive, G9a inh inconclusive, APE1 inh -19.2%, Pol iota inh inconclusive and Pol kappa inh -9.2%.
For Cc1ccc(S(=O)(=O)c2cc3ccccc3nc2N)cc1 the results were POLB inh -7.9%, POLH inh -16.7%, BAZ2B inh -0.5%, G9a inh 2.0%, APE1 inh -11.5%, Pol iota inh 93.8%[activator], Anesthetic bind -1.1%, Pol kappa inh -2.2% and BLM inh -2.9%.
COc1cc(-c2c(C#N)c(N)nc3c2CCCC3)ccc1O was read as POLB inh 24.0%, POLH inh -8.0%, BAZ2B inh -11.8%, G9a inh -32.6%, APE1 inh 10.9%, Pol iota inh -1.0%, Anesthetic bind -7.8%, Pol kappa inh -4.9% and BLM inh -1.5%.

A draw from above in order of number of heavy atoms, highest first.
For CC(=O)c1ccc(NC(=S)NNC(=O)c2ccccc2[N+](=O)[O-])cc1 the results were POLB inh 4.6%, POLH inh 15.3%, BAZ2B inh 50.1µM*, G9a inh inconclusive, APE1 inh 1.7%, Pol iota inh 71.4%[activator], Anesthetic bind -10.2%, Pol kappa inh -4.6% and BLM inh -5.6%.
For O=C(CN1C(=O)c2ccccc2S1(=O)=O)Nc1ncc([N+](=O)[O-])s1 the results were POLH inh -11.2%, BAZ2B inh inconclusive, G9a inh inconclusive, APE1 inh -19.2%, Pol iota inh inconclusive and Pol kappa inh -9.2%.
O=C(CSc1ccsc1[N+](=O)[O-])Nc1cccc(F)c1 was read as POLB inh 7.08µM*, POLH inh 22.4µM*, BAZ2B inh 35.5µM*, G9a inh 50.1µM*, APE1 inh inconclusive, Pol iota inh inconclusive, Anesthetic bind -22.1%, Pol kappa inh 22.4µM* and BLM inh -20.9%.

These rows are one share of the data; the hit share may differ from the screen's.
